High-throughput results as filed in PubChem BioAssay.
PGE2 EP2 inh: blocks the human prostaglandin E2 receptor EP2; P43116; C6 glioma cells expressing human EP2, cAMP TR-FRET; cells stimulated with saturating PGE2; inhibition, % at 25 µM; actives 0.52% (n = 260,000);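 active = percent inhibition above 40 after rounding to a whole number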;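 note: rat C6 glioma host cells with rolipram phosphodiesterase inhibitor present; the protocol text gives 20 µM as final concentration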
Target sequence (P43116 whole entry, looked up): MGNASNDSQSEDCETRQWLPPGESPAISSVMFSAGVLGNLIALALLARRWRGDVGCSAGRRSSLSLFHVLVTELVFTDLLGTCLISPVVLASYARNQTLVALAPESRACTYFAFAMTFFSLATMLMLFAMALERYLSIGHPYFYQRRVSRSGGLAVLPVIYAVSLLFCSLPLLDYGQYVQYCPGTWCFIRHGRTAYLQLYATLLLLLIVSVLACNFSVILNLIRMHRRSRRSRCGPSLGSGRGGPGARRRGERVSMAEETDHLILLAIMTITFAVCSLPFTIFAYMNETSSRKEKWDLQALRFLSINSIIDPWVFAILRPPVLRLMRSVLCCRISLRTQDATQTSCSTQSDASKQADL
CHOP inh: CHOP inhibition in unfolded protein response | inhibition, % at 10 µM | CHO-K1 CHOP-promoter luciferase, tunicamycin-induced, 15-18 h | AID 2732 | actives 3.8% (n = 220,000);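 active = compounds that reduced the stress-induced luciferase reporter signal by more than about 70% of percent inhibition, limit read from the data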;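 note: 0% = tunicamycin plus vehicle and 100% = wells without tunicamycin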
NPY Y1 blocker: antagonists of human neuropeptide Y receptor Y1 | P25929 | HEK293-CNG Y1 cells, membrane potential fluorescence; NPY at EC95, then isoproterenol | inhibition, % at 3.6 µM | actives 1% (n = 200,000) | AID 1040;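 active = inhibition above the campaign mean inhibition of all tested compounds plus 3 SD, cut at about 20% in these data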;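 note: 0% = DMSO wells given NPY plus isoproterenol and 100% = isoproterenol alone without NPY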
Target sequence (P25929 whole entry, looked up): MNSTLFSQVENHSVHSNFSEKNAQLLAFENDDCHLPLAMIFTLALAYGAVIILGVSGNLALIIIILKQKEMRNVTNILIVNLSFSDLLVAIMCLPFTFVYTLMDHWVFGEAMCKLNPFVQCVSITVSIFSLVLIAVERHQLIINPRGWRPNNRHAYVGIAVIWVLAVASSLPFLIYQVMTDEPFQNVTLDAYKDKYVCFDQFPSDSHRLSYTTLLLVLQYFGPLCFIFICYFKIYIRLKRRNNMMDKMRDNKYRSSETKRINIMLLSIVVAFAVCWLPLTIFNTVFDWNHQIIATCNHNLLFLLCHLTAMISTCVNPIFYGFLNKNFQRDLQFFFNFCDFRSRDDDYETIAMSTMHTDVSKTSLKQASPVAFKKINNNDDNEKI
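Assay system: HEK293 Y1/CNG channel cell line; Doses: single compound dose of 3.6 µM, 0.4% DMSO; Timing: dye 3 h, compound 60 min room temperature, stimulation 45 min; Technique: Membrane-potential fluorescent dye readout; Measure: % inhibition of NPY effect.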
TRPML3 ag: activates the human TRPML3 channel; Q8TDD5; HEK293 TRPML3-YFP, Fluo-8 calcium fluorescence; 100% = the carbachol control signal; activation, % at 3 µM; actives 0.29% (n = 220,000);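 active = activation above its plate's cutoff, the mean activation of the plate's test wells plus 3 SD, cut at about 12% in these data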;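 note: 0% = DMSO only wells and 100% = carbachol wells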
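Material: TRPML3-YFP stable HEK293 cells | Dosing: One concentration, 3 µM nominal, 0.3% DMSO | Timing: 125 s total fluorescence read per well | Technique: Fluo-8 calcium dye fluorescence, ex 470-495, em 515-575 nm | Measure: Percent activation from peak-to-basal fluorescence ratio, scaled between DMSO and carbachol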
PPC-1+TRAIL kill: compounds killing PPC-1 cancer cells with TRAIL present (potentiator screen, no TRAIL-free arm). PPC-1 cells + TRAIL, ATPLite viability luminescence. actives 0.41% (n = 220,000). cell killing (% activity), % at 4 µM;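 active = cell killing above 50% in the first pass at 4 µM, then a duplicate retest at 5 µM averaging 50% or more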;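 note: plate controls were cells with TRAIL plus DMSO for no effect and medium-only wells lacking cells for full effect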
NPY1 pot ag: potentiates or activates human NPY-Y1 receptor; actives 0.37% (n = 220,000); NPY-Y1 expressing cells, potentiator/agonist activation; activation, % at 3.6 µM; in the data active = activation above about 33%, passing the limit was not always enough;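 note: cells stimulated with NPY at EC10 then isoproterenol at EC100; 0% = low agonist plus stimulus and 100% = saturating agonist plus stimulus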
14-3-3 Bad inh: disrupts binding of bovine 14-3-3 zeta to phospho-Bad peptide. P63103. TR-FRET 14-3-3zeta/Dy647-pBad peptide displacement, 1 h. inhibition, % at 21.7 µM. actives 0.71% (n = 220,000). AID 781;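 active = inhibition above about 70%, limit read from the data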;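 note: 0% = full 14-3-3 plus peptide FRET controls and 100% = background without 14-3-3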
TRPN1 ag: agonists of zebrafish TRPN1 channel; actives 0.18% (n = 220,000); activation, % at 3 µM; HEK293 zebrafish TRPN1-YFP, Fluo-8 calcium fluorescence; 100% = response to 87 µM carbachol; AID 1424;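 active = activation above its plate's cutoff, the mean activation of test wells on that plate plus 3 SD, cut at about 19% in these data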;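 note: 0% = DMSO alone and 100% = 87 µM carbachol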
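System: zebrafish TRPN1-YFP in HEK293 cells / Dosing: 3 µM single point / Timing: dye loading 1 h at 37 °C, then 30 min room temperature / Signal: Fluo-8 calcium fluorescence, excitation 470-495 nm, emission 515-575 nm / Read-out basis: percent activation from peak over basal fluorescence ratio, control-normalized / Control set: high carbachol 87 µM, low DMSO alone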
EP2 modulator: modulates human prostaglandin E2 receptor EP2 signaling. P43116. EP2-expressing cells, cAMP HTRF FRET, PGE2 co-stimulation. induction, % at 25 µM. actives 0.83% (n = 260,000);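 active = compounds whose cAMP rise, as percent of the full-agonist control response, exceeds 60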;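 note: rat C6 glioma line stably carrying human EP2 under a CMV promoter; the protocol text gives 20 µM as final concentration; 100% = response of wells given 1 µM PGE2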
The depositor's hits bear a star; nt = not tested or not shown; [ ] = another dose, or the depositor's remark. A portion of the library (hit frequency here may not be typical).

SMILES | PGE2 EP2 inh | CHOP inh | NPY Y1 blocker | TRPML3 ag | PPC-1+TRAIL kill | NPY1 pot ag | 14-3-3 Bad inh | TRPN1 ag | EP2 modulator
CCCC(=O)c1cc2c(cc1NC(=O)c1cccs1)OCCO2 | 10.1 | 36.1 | -1.3 | 0.9 | 26.9 | 4.1 | -5.1 | 0.9 | 34.2
COC(=O)c1sc2ccccc2c1NC(=O)c1coc2ccccc2c1=O | 7.0 | 35.1 | 3.0 | 0.4 | -8.8 | -9.6 | 6.6 | -1.1 | 16.6
COc1ccc(C(=O)CN2CC(C)SC2=Nc2ccc(Cl)cc2)cc1 (configuration not stated) | 11.8 | 23.6 | 0.8 | 0.3 | 9.2 | 19.0 | -6.8[fluorescence artefact?] | -0.6 | 21.0
COc1ccc(Cl)c2c1[nH]c1nc(SCc3ccccn3)nnc12 | 9.0 | -49.2 | 2.3 | -0.7 | 21.3 | -5.3 | 42.6 | -3.8 | 3.4
COc1cc(/C=N/NC(N)=O)ccc1OCC(=O)Nc1cc(C)c(C)cc1Br | 7.4 | 35.0 | -3.1 | 0.4 | 9.8 | 2.7 | 36.4 | 0.4 | 10.8
CCOC(=O)CSc1nnc(CNC(=O)c2cccs2)n1-c1cc(C)ccc1C | 0.4 | -1.9 | -5.6 | 0.1 | 8.2 | -38.1 | -2.1 | 1.3 | -12.4
CC(=O)Nc1ccc(S(=O)(=O)NC2=NCN(C)CN2)cc1 | 5.6 | -0.8 | 1.1 | 0.8 | 0.5 | 3.9 | -3.9 | -3.1 | 10.8
COc1ccc(-c2nc3c([nH]2)c(=O)n(C)c(=O)n3C)c(OC)c1 | 4.8 | -5.1 | -1.9 | -0.4 | 3.9 | 3.6 | -1.2 | 0.4 | 0.3
O=S(=O)(c1cccs1)N1CN(Cc2ccc(F)cc2)c2nc3ccccc3nc21 | 13.8 | 37.4 | 6.3 | -0.1 | 1.4 | -19.7 | -0.5 | 0.2 | 57.4
COc1ccccc1N1C(=O)CCC1(C#N)c1ccc(Br)cc1 (configuration not stated) | 5.5 | 0.4 | 2.8 | 0.6 | 27.2 | -8.4 | 3.9[fluorescence artefact?] | -0.9 | 7.0
O=C(NCCC(=O)N1CCNC1=O)OCc1ccccc1 | 18.3 | 11.0 | 1.0 | 0.2 | 13.4 | -16.7 | -14.0 | -0.9 | 0.3
Cc1nn(-c2ccccc2)c2nc(-c3cccs3)cc(C(=O)NN)c12 | 6.8 | 21.8 | -3.5 | 1.8 | -13.2 | 8.7 | -13.1 | 2.2 | -14.7

Of the compounds above, these have two or more sulfur atoms.
SMILES | PGE2 EP2 inh | CHOP inh | NPY Y1 blocker | TRPML3 ag | PPC-1+TRAIL kill | NPY1 pot ag | 14-3-3 Bad inh | TRPN1 ag | EP2 modulator
CCOC(=O)CSc1nnc(CNC(=O)c2cccs2)n1-c1cc(C)ccc1C | 0.4 | -1.9 | -5.6 | 0.1 | 8.2 | -38.1 | -2.1 | 1.3 | -12.4
O=S(=O)(c1cccs1)N1CN(Cc2ccc(F)cc2)c2nc3ccccc3nc21 | 13.8 | 37.4 | 6.3 | -0.1 | 1.4 | -19.7 | -0.5 | 0.2 | 57.4

3 compounds from above, arranged by the value under NPY Y1 blocker, largest number first.
mol	CHOP inh	NPY Y1 blocker	TRPML3 ag	NPY1 pot ag	14-3-3 Bad inh	EP2 modulator
CC(=O)Nc1ccc(S(=O)(=O)NC2=NCN(C)CN2)cc1	-0.8	1.1	0.8	3.9	-3.9	10.8
COc1cc(/C=N/NC(N)=O)ccc1OCC(=O)Nc1cc(C)c(C)cc1Br	35.0	-3.1	0.4	2.7	36.4	10.8
CCOC(=O)CSc1nnc(CNC(=O)c2cccs2)n1-c1cc(C)ccc1C	-1.9	-5.6	0.1	-38.1	-2.1	-12.4

The listing picks up; the four compounds before the break are reprinted first.
SMILES | PGE2 EP2 inh | CHOP inh | NPY Y1 blocker | TRPML3 ag | PPC-1+TRAIL kill | NPY1 pot ag | 14-3-3 Bad inh | TRPN1 ag | EP2 modulator
O=S(=O)(c1cccs1)N1CN(Cc2ccc(F)cc2)c2nc3ccccc3nc21 | 13.8 | 37.4 | 6.3 | -0.1 | 1.4 | -19.7 | -0.5 | 0.2 | 57.4
COc1ccccc1N1C(=O)CCC1(C#N)c1ccc(Br)cc1 (configuration not stated) | 5.5 | 0.4 | 2.8 | 0.6 | 27.2 | -8.4 | 3.9[fluorescence artefact?] | -0.9 | 7.0
O=C(NCCC(=O)N1CCNC1=O)OCc1ccccc1 | 18.3 | 11.0 | 1.0 | 0.2 | 13.4 | -16.7 | -14.0 | -0.9 | 0.3
Cc1nn(-c2ccccc2)c2nc(-c3cccs3)cc(C(=O)NN)c12 | 6.8 | 21.8 | -3.5 | 1.8 | -13.2 | 8.7 | -13.1 | 2.2 | -14.7
CCOC(=O)C1=C(C)NC(=O)NC1c1ccc(Br)o1 (configuration not stated) | 7.4 | 46.3 | 4.1 | -1.1 | 6.4 | 6.0 | -19.7[fluorescence artefact?] | -1.3 | -18.6
COc1ccc(-c2cnn(-c3ccccc3)c2N)cc1OC | 11.1 | 3.9 | 7.6 | 0.6 | -1.1 | 16.3 | -5.9 | -0.8 | -55.5
Cc1cc(NC(=O)CSc2ncnc3sc(C)c(C)c23)no1 | 6.7 | 19.7 | 4.8 | 0.4 | 15.4 | -6.9 | -1.9 | 1.2 | 16.0
O=C(NCCC1=CCCCC1)C1CCC(CNc2nc(=S)[nH]c3ccccc23)CC1 (configuration not stated) | 11.5 | 94.0* | -1.5 | -0.5 | 2.5 | 2.2 | 6.2 | 0.3 | -0.9
COc1cccc(C(c2nnnn2Cc2ccccc2)N2CCN(C(=O)c3ccco3)CC2)c1OC (configuration not stated) | 16.9 | 26.9 | 1.8 | -0.7 | 7.2 | 6.3 | 58.0[fluorescence artefact?] | 1.5 | 0.3
COc1ccc([N+](=O)[O-])cc1NC(=S)NC(C)=O | 8.5 | 13.2 | -2.1 | 0.9 | 10.1 | 7.8 | -3.3 | 1.1 | -8.1
Cc1ccc(/C=N/n2c(-c3cccnc3)n[nH]c2=S)o1 | 8.3 | 3.7 | nt | 1.0 | 19.6 | -0.6 | -5.2 | 0.9 | 2.5
COc1ccc(NC(=O)C2C(c3ccccc3)C2(Cl)Cl)cc1 (configuration not stated) | 12.7 | 12.4 | nt | -0.8 | 21.7 | 15.1 | -7.7 | -3.0 | -42.6
Cc1nc(CCN2C(=O)c3ccccc3C2=O)n[nH]1 | 13.9 | 4.0 | 6.9 | 0.6 | 15.1 | 11.2 | 7.5[fluorescence artefact?] | 0.5 | 28.0
Cc1ccnc(NC(=O)CN(C)S(=O)(=O)c2cccc3nsnc23)c1 | 9.1 | 17.5 | 2.0 | 0.4 | -4.5 | 2.7 | -6.9[fluorescence artefact?] | -0.5 | 12.7
O=C(NCC(c1cccs1)N1CCOCC1)c1cc(-c2ccccn2)nc2ccccc12 (configuration not stated) | 5.9 | 7.0 | nt | 1.3 | -1.0 | 3.3 | 1.3 | 2.0 | 30.6
COc1ccc(/C=C/C(=O)NCCCc2ccccc2)cc1OC | 8.1 | 17.3 | 15.5 | 0.0 | 15.9 | -27.3 | -17.5 | -1.5 | -69.8
